Screens deposited in PubChem by several laboratories.
FXIa inh mix: FXIa protease inhibitors in compound pools, primary screen, biochemical, 10-compound mixtures; Coagulation factor XI (Homo sapiens), P03951; purified FXIa, fluorogenic substrate, pooled mixtures; inhibition, % at 5 µM; hit rate 0.19% among 62,000;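 further: each value is inhibition by a whole ten-compound pool holding the compound; 0% = enzyme with no mixture and 100% = wells lacking enzyme; strong numbers were not always called active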
Hsp90 inh: tumor Hsp90 inhibitors, primary screen, cell lysate, fluorescence polarization, NCI-N417 lysate. Heat shock protein HSP 90-alpha (Homo sapiens), P07900. Cy3B-geldanamycin FP displacement. inhibition, % at 30 µM. hit rate 0.35% among 64,000. AID 429, 2006;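 active means inhibition above 50%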;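 further: 0% = tracer plus lysate wells and 100% = tracer alone without lysate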
HTR1A agonist: human 5-HT1a receptor agonists, primary screen, cell-based, CHO, Ga15 NFAT-bla reporter; CHO 5-HT1a Ga15 NFAT-bla reporter, FRET ratio; 0% basal, 100% maximal reference agonist; activation, % at 10 µM; AID 567, 2006; 5-hydroxytryptamine receptor 1A (Homo sapiens), P08908; hit rate 0.56% among 65,000;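 active means activation above the screen-wide mean activation plus 3 SD, cut at about 19% in these data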;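 further: 0% = DMSO wells and 100% = 5-CT at EC100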
Cdc25B block: inhibitors of Cdc25B phosphatase catalytic domain, primary screen, biochemical, OMFP fluorescence. inhibition, %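 (compounds tested at 10 µM final in the well)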. M-phase inducer phosphatase 2 (Homo sapiens), P30305. recombinant Cdc25B, OMFP fluorescence Ex485/Em525. hit rate 0.1% among 65,000; in the data active means inhibition above about 50%
MKP-1 inh: MKP-1 phosphatase inhibitors, primary screen, biochemical, in vitro | inhibition, %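 (compounds tested at a single concentration somewhere between 10 and 100 µM)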 | hit rate 0.15% among 65,000 | Dual specificity protein phosphatase 1 (Homo sapiens), P28562 | recombinant MKP-1, OMFP hydrolysis fluorescence;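 active means inhibition above about 50%, limit read from the data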;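 further: 0% = DMSO max control wells and 100% = wells with enzyme stopped by NaOH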
CatG inh: human cathepsin G inhibitors, primary screen, biochemical, pooled compound mixtures, AMC fluorescence; inhibition, % at 5 µM (by protocol); AID 581, 2007; hit rate 0.2% among 62,000; purified enzyme, AMC-tetrapeptide fluorescence;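 active means inhibition above 20% in each of the two mixture wells holding the compound; inactive means inhibition of 20% or less in either well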;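 further: 0% = enzyme control without mixture and 100% = blank lacking enzyme; strong numbers were not always called active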
Target sequence (P08311 21-244 limits assumed): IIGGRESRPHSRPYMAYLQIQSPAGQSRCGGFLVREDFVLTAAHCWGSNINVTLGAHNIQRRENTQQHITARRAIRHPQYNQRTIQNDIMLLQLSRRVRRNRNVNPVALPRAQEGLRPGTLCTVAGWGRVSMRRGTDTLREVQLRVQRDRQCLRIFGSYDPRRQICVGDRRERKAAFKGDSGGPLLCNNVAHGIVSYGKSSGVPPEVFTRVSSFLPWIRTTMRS
CatL block: inhibitors of human cathepsin L, biochemical | inhibition, %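 (tested at 10 µM)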 | hit rate 0.17% among 58,000 | AID 460, 2006 | purified cathepsin L, fluorogenic substrate, fluorescence | Procathepsin L (Homo sapiens), P07711; in the data active means inhibition above about 45%;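 further: 0% = enzyme with no compound and 100% = no enzyme blank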
C1s block: complement C1s protease inhibitors, primary screen, biochemical, 10-compound mixtures; Complement C1s subcomponent (Homo sapiens), P09871; purified C1s, fluorogenic AMC substrate, pooled mixtures; mean inhibition % of two 10-compound mixtures (active compounds read high), % at 5 µM (by protocol); hit rate 0.16% among 62,000;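 active means inhibition above 20% in each of the two 10-compound mixture wells holding the compound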;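 further: 0% = enzyme wells lacking compound mixture and 100% = no-enzyme blank wells; some compounds called inactive have numbers as strong as hits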
Target sequence (P09871 16-437 limits assumed): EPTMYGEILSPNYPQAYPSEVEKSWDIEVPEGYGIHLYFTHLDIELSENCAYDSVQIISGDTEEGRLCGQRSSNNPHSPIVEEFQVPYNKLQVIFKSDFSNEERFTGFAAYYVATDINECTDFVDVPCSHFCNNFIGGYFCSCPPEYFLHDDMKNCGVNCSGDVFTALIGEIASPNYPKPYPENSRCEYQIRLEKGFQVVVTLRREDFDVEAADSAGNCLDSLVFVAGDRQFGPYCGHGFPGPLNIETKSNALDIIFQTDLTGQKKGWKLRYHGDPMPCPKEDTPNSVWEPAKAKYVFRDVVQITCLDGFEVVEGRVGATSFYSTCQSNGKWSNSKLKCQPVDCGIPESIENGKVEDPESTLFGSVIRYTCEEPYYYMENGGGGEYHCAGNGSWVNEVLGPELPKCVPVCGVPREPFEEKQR
Target sequence (P09871 438-688 limits assumed): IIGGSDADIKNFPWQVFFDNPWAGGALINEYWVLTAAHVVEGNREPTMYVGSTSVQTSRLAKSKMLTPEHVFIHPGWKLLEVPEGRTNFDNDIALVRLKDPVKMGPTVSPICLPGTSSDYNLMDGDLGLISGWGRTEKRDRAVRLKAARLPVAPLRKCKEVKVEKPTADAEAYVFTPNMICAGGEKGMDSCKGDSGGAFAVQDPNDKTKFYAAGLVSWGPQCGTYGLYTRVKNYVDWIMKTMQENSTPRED
FXIIa mix inh: human factor XIIa inhibitors, primary screen, biochemical, pooled compound mixtures, fluorogenic substrate | Coagulation factor XII (Homo sapiens), P00748 | purified FXIIa | inhibition, % at 5 µM | hit rate 0.2% among 62,000;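 further: 0% = enzyme without compound and 100% = no enzyme blank; some results filed as inactive read as strong as hits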
Numbers without * were called inactive; . = not tested or not shown. Unless noted, no stated cut-off is given here; in the data, active means inhibition above about 20% (passing the limit was not always enough); inactive means the rest. Rows are unselected. Share with any hit: about 1.6%.

SMILES | FXIa inh mix | Hsp90 inh | HTR1A agonist | Cdc25B block | MKP-1 inh | CatG inh | CatL block | C1s block | FXIIa mix inh
CC1CC(C)CN(c2nc3c(c(=O)[nH]c(=O)n3C)n2CCSc2nc3ccccc3o2)C1 (configuration not stated) | 6 | -1 | -0.5 | 1 | 9 | 2 | . | -3 | 11
N#Cc1cn(-c2ccccc2)nc1-c1cc2ccccc2oc1=O | -2 | 1 | -0.6 | -13 | 9 | 5 | 2 | -9 | -3
CC1CCC(NC(=O)CN2CCC(n3nnc4cc(F)ccc43)CC2)CC1 (configuration not stated) | 3 | -5 | -0.3 | -11 | 6 | 9 | 23 | 8 | 6
O=C(NCC1CCC(C(=O)O)CC1)c1cccnc1 (configuration not stated) | 1 | 0 | -0.7 | 3 | -1 | 2 | 13 | 0 | 6
CCOC(=O)/C=c1\s/c(=C(\C#N)C(=O)OCC)n(-c2ccccc2)c1=O | . | -20 | 1.8 | -13 | -18 | . | 10 | . | .
CCOC(=O)c1cccc(S(=O)(=O)N(CCO)Cc2cc3cc(OC)c(OC)cc3[nH]c2=O)c1 | 3 | -5 | -2.0 | -29 | 10 | -6 | 5 | -6 | 2
Cc1ccnc(NC(=O)Nc2ccc(F)cc2)c1 | 3 | -2 | -1.9 | -2 | -5 | -1 | 2 | -3 | 3
CCOc1ccccc1C1C(C(N)=O)=C(C)Nc2nc(-c3ccccc3Cl)nn21 (configuration not stated) | 1 | -3 | -2.7 | -4 | -1 | 10 | 10 | 18 | -14
CN=C1CC(C)(C)CC(=O)/C1=C(/O)CCC(=O)NC | -2 | -3 | 1.4 | 3 | -7 | 7 | 11 | 1 | 0
O=C(Nc1ccc(N2CCN(Cc3ccccc3)CC2)cc1)c1cccnc1 | 6 | 1 | -3.6 | -7 | 10 | 9 | 14 | 7 | 6
O=C1NCCCCC1NC1CC(=O)N(c2ccccc2)C1=O (configuration not stated) | 4 | 1 | -3.1 | -9 | -3 | 9 | . | 12 | 3
Cc1ccccc1OCc1nnc(SCC(=O)Nc2ccc3c(c2)oc2ccccc23)n1C | 6 | -4 | -0.3 | -2 | 2 | 3 | 0 | 1 | -7
CN1CCN(c2nc(C(N)=O)cc(-c3ccccc3)n2)CC1 | . | -2 | 0.1 | 25 | -36 | . | -34 | . | .
O=c1cc(O)sc2ccccc12 | 14 | -2 | -0.9 | -6 | 3 | 10 | 4 | -1 | -16
O=c1nc(-c2ccccc2)cc(-c2ccccc2)[nH]1 | 6 | 0 | 0.3 | -4 | 8 | -2 | . | -85 | -6
Cc1nc(SCC(=O)NCc2ccco2)c2c3c(sc2n1)CCCC3 | 1 | -3 | -0.1 | -1 | 27 | 8 | -3 | -4 | 3
Cc1ccc(CCN2CC(C(=O)NC3CCCC3)CC2=O)cc1 (configuration not stated) | 6 | -1 | -2.6 | 4 | 7 | 8 | -5 | -3 | 0
CC(CCc1ccco1)NC(=O)Cn1nc(Cc2ccncc2)c2ccccc2c1=O (configuration not stated) | 3 | 0 | -2.2 | 3 | -1 | 10 | 13 | 2 | -18
COc1ccc(C2N(c3cc(Cl)ccc3OC)C(=O)C3CCCN32)cc1 (configuration not stated) | 15 | -4 | 0.1 | -12 | -3 | 23 | . | 14 | 1
Cc1nc2cc(O)ccc2n1C | -5 | -2 | 6.2 | 5 | -12 | 11 | 13 | -16 | 5
Cc1ccc(CCNc2ccccc2)c[n+]1[O-] | -2 | -6 | -2.5 | -20 | 1 | -4 | 10 | -3 | 15
c1coc(CNc2ncnc3sc4c(c23)CCCCC4)c1 | 18 | -4 | -0.7 | -10 | 1 | -3 | 5 | -33 | 9
CCOC(=O)c1cc2c(N)c(C(=O)c3cc(C#N)c(SC)nc3C)sc2nc1C | 6 | 3 | 0.5 | -3 | 5 | 2 | -18 | -5 | 16
COc1ccc(C2C(C(=O)N3CCN(c4ccccc4F)CC3)c3ccccc3C(=O)N2C)cc1 (configuration not stated) | 7 | . | 1.1 | . | . | 17 | 5 | 14 | 4
CCn1c(C)cc2c(c1=O)C(c1ccccc1Br)C(C#N)=C(N)O2 (configuration not stated) | 3 | -13 | -1.4 | 3 | -17 | 4 | -7 | 9 | 6
CC(C)n1c(SCCCc2ccccc2)nc2c1c(=O)[nH]c(=O)n2C | -2 | -2 | 0.1 | -13 | 12 | 7 | -6 | 3 | 4
COc1ccc(-c2nnc(SCc3nnc(-c4ccc(Cl)cc4)o3)n2-c2ccccc2)cc1 | 8 | -6 | 1.3 | 0 | 16 | -4 | 18 | -14 | 6
Cc1nnc(SCC(=O)N2CCC(c3noc4ccc(F)cc34)CC2)s1 | 8 | -12 | -2.4 | 5 | -5 | -1 | 0 | -2 | 1
Cc1ccc(S(=O)(=O)NCCCOC(=O)Nc2ccncc2)cc1 | -4 | -3 | 4.3 | -11 | -3 | 49 | 16 | 44 | 9
COC(=O)c1ccccc1NC(=O)C(C)NS(=O)(=O)c1ccc(OC)cc1 (configuration not stated) | 3 | -3 | -0.4 | -10 | -2 | 14 | 9 | 5 | 2
CC1(C)Cc2c(C#N)c(NCCCO)nc(-c3ccccc3)c2CO1 | -1 | -5 | 0.8 | -9 | 11 | -2 | . | -16 | -8
COc1ccc(-n2nc(C(=O)NCC(=O)NCc3ccco3)c3ccccc3c2=O)cc1 | -5 | -4 | -1.0 | -1 | 2 | 13 | 25 | -4 | 11
CCOC(=O)c1c(N)sc(C(N)=O)c1C | 0 | -3 | -0.9 | -2 | 2 | 7 | 15 | 11 | 2
CCn1c(CNc2ccc(OC)cc2)nnc1SCC(=O)N1CCCc2ccccc21 | 7 | 3 | -0.5 | -5 | 11 | -2 | -4 | -5 | 4
CC1Cc2ccccc2N1c1ncnc2c1nnn2Cc1ccccc1 (configuration not stated) | -3 | -1 | 1.0 | -16 | 5 | 3 | -43 | -42 | 7
CC1(C(=O)O)Sc2[nH]c(=O)sc2C2c3ccccc3OC(=O)C21 (configuration not stated) | -2 | -2 | 0.5 | 0 | -3 | 0 | 9 | -2 | -5
Cc1occc1C(=O)NC1CCCCCC1 | -5 | -7 | 0.3 | -13 | 4 | 4 | . | -13 | 3
Cc1noc(C)c1COC(=O)C1CC(O)CN1S(=O)(=O)c1ccc(Cl)cc1 (configuration not stated) | 2 | -5 | -2.7 | -12 | 4 | -11 | 11 | -35 | 2
CCCCOC(=O)CCn1c(=S)oc2ccccc21 | 0 | 3 | -1.1 | 3 | 1 | 8 | 8 | -2 | -20
O=C(Nc1nc(-c2ccc(S(=O)(=O)N3CCCCCC3)cc2)cs1)c1cccs1 | 14 | 1 | 4.8 | 4 | 8 | 3 | 0 | 3 | -23
COc1ccccc1N(CCC#N)C(=O)CSc1ccc2c(c1)OCCO2 | 17 | -2 | -3.9 | 2 | -1 | 22 | 2 | 21 | 7
CCOC(=O)c1ccc2nc(C)c3c(c2c1)OC(C)C3 (configuration not stated) | 8 | 2 | 1.4 | -6 | 9 | 8 | 8 | 8 | 3
CCCCCn1c(=NC(C)=O)c(C#N)cc2c(=O)n3cccc(C)c3nc21 | -6 | -15 | -0.5 | 8 | -6 | -5 | -309 | -44 | 3
Cc1c(Cl)cccc1Nc1nc(N)nc(CSc2ncccn2)n1 | 3 | -3 | -0.3 | -8 | 8 | -4 | -4 | -11 | 4
CN(C)c1nc(N)nc(Cn2ccnc2)n1 | -1 | -2 | -1.3 | -26 | 30 | -12 | 4 | -31 | 6
CCOC(=O)c1ccccc1N/C=C1\CCCC1=O | -11 | -13 | -2.4 | 8 | -7 | 6 | 8 | -38 | 10
COC(=O)C1=C(Cn2cnc3ccccc32)NC(=O)NC1c1cc(C)ccc1C (configuration not stated) | 6 | -1 | 22* | 6 | 0 | 0 | -2 | -2 | 10
O=C(NC1CCCCC1)c1ccc(S(=O)(=O)N2CCCCC2)cc1 | 2 | -2 | 0.7 | -2 | -3 | -9 | 0 | -25 | 16
CCOC(=O)CSc1nnc(CNC(=O)c2ccccc2OC)n1-c1ccc(OC)cc1 | 7 | 2 | -3.0 | 3 | -2 | -2 | 6 | -12 | 3
Cn1nccc1C(=O)Nc1ccccc1C(=O)O | . | -2 | 0.3 | 6 | -25 | . | -6 | . | .
Cc1cccc(OCCCc2c(C)n[nH]c2C)c1 | 2 | -3 | -2.4 | -8 | 0 | -14 | 1 | -8 | 19
O=C(Cn1nnc(-c2ccccc2F)n1)NCCc1ccccc1 | 2 | -2 | -2.0 | -3 | 0 | -3 | . | -12 | -2
Cc1onc(-c2c(Cl)cccc2Cl)c1C(=O)NCC1CCCO1 (configuration not stated) | 2 | 1 | -1.1 | -2 | -3 | -11 | 2 | -4 | 5
O=C(C1CCCCC1)N(Cc1nc2sc3c(c2c(=O)[nH]1)CCCC3)Cc1cccs1 | 5 | -3 | 0.1 | -8 | 5 | 9 | . | 10 | 6
O=c1[nH]cnc2nn(-c3ccccc3)nc12 | 13 | 0 | -1.9 | -13 | -2 | 1 | 8 | -2 | 2
Cc1ccc(Cl)cc1N1CCN(Cc2nnnn2C2CCCCC2)CC1 | -9 | 3 | -2.6 | -9 | 10 | -2 | 9 | -12 | -20
CCCn1c(C(O)c2ccc(OCC)cc2)nc2ccccc21 (configuration not stated) | 8 | -5 | 0.7 | 1 | -4 | 8 | 4 | -3 | 5
NC(=O)C1C(c2ccccc2)=C1c1ccccc1 | 27 | -2 | -1.7 | 3 | -1 | 17 | . | -11 | 4
CCCCCN(C(=O)NC(=O)Nc1ccccc1OC)S(C)(=O)=O | -5 | 8 | -2.7 | -2 | 20 | 8 | -5 | -1 | 19
CC1CN(CC(O)COc2ccc(C(=O)c3ccccc3)cc2)CC(C)O1 (configuration not stated) | -8 | 1 | -1.5 | -15 | -4 | 4 | 4 | -42 | 2
(list continues)
SMILES | FXIa inh mix | Hsp90 inh | HTR1A agonist | Cdc25B block | MKP-1 inh | CatG inh | CatL block | C1s block | FXIIa mix inh
CCN(CC)S(=O)(=O)c1cc(C(=O)NC2CCCCC2)ccc1C | 0 | -1 | -2.8 | -4 | -12 | 12 | . | 7 | 6
O=c1c2ccccc2c(/C=N/n2cnnc2)c(O)n1-c1ccccc1 | 11 | -1 | -2.4 | -6 | 7 | 8 | 10 | 8 | -1
CCC(=O)c1cccc2c1N=CC1=C(CC(C)(C)CC1=O)N2 | -18 | -2 | -1.6 | -8 | 4 | -7 | 2 | -18 | 1
COc1ccccc1CNC(=O)COC(=O)C1=COCCO1 | 5 | -3 | 0.3 | -8 | 3 | -13 | -7 | -10 | -1
